Assay outcomes from PubChem.
uPA surface inh – inhibitors of cell surface uPA generation; cell surface uPA generation assay, qHTS; AID 540303; 0.31% of 330,000 active; Potency, µM (titrated, usually from 38.3 µM), for the others: at the top dose activity change, negative = inhibition, usual class: inhibitors; active means well fitted inhibition curve with a large enough effect; inconclusive means small, poorly fitted or top-dose-only effect; inactive means no such curve, though single readings can be large or run the other way; tested in mouse RAW 264.7 cells; further: on the % scale 0 is the no-effect control and ±100 the full control effect; nearly all actives have a fitted effect of over 55% in size
ELG1 genotox – induces genotoxicity in HEK293T cells with luciferase-tagged ELG1 | 1.3% of 330,000 active | AID 504466 | Potency, µM (titrated, usually from 46 µM), inactives show top-dose activity change, positive = activation, actives largely listed as activators | HEK293T ELG1-luciferase reporter, luminescence, 16 h; further: % of control where 0% means no effect; nearly all actives have a fitted effect of over 60% in size
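ELG1-luciferase HEK293T cells, 2,000/well; compound pinned in; 16 hr, 37 °C, 5% CO2; ONE-Glo, 30 min RT; luminescence on CCD imager.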
Rab9 promoter act – Rab9 promoter activation; Huh7 Rab9 promoter-luciferase reporter, luminescence, 24 h; Potency, µM (titrated, usually from 9.22 µM), for the others: at the top dose activation, negative = inhibition, hits mostly activators; 2.8% of 320,000 active; further: % of control where 0% means no effect; nearly all actives have a fitted effect of over 60% in size
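Promoter activation is measured as luciferase luminescence in Huh7 cells stably transfected with a Rab9 promoter–luciferase construct, following 24 h compound exposure at 37 °C and 10 min reagent incubation at ambient temperature.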
p53 reactivator – restores transcriptional activity of mutant p53; H1299 p53-A138V BP100-luciferase reporter, luminescence, 24 h; Potency, µM (highest dose often 92.2 µM), for inactives: at the top dose activity change, positive = activation, most hits filed as activators; 0.063% of 320,000 active; AID 504706; further: % of control where 0% means no effect; nearly all actives have a fitted effect of over 45% in size
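H1299 (p53-null), stable ts p53-A138V + BP100-Luc; 1000 cells/well, Opti-MEM/10% FBS; cpd 4 pt, 1:5; 24 h, 37 deg C, 5% CO2; detection reagent 10 min RT; luminescence.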
FLuc modulator – inhibits or activates purified firefly luciferase, miR-21 counter-screen; Potency, µM (titrated, usually from 57.5 µM), for the others: at the highest dose activity change, negative = inhibition, usual class: inhibitors; purified FLuc, Km substrates, luminescence inhibition; 6.9% of 360,000 active; P08659; AID 588342;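 further: plate controls were vehicle for no effect and reference inhibitor for full effect; nearly all actives have a fitted effect of over 55% in size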
Target sequence (P08659 whole entry, looked up): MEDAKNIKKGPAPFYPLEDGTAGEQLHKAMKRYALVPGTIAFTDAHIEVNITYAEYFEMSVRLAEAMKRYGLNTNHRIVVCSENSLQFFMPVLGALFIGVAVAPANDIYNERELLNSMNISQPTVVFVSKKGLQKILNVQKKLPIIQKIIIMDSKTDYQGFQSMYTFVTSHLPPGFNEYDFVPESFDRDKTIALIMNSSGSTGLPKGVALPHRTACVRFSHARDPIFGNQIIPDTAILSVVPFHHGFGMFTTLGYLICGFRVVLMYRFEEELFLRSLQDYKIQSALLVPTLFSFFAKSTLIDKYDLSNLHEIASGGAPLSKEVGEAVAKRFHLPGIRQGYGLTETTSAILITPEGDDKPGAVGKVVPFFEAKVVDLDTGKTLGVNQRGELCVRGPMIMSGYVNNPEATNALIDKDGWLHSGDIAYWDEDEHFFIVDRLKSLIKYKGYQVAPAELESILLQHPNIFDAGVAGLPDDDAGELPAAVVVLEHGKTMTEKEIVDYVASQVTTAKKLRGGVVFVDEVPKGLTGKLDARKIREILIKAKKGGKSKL
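Purified P. pyralis luciferase (10nM final) with 10uM D-luciferin and 10uM ATP (Km levels) in 50mM Tris acetate pH 7.5, 10mM Mg acetate, 0.01% Tween-20, 0.05% BSA; qHTS 6-point titration, ~60 µM downward; luminescence read.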
RORgamma inh – inhibitors of mouse ROR gamma transcriptional activity. AID 2551. 5.4% of 310,000 active. Potency, µM (series often up to 53.6 µM), inactives show at the top dose activity change, negative = inhibition, usual class: inhibitors. Drosophila S2 Gal4-RORgamma UAS-luciferase reporter, 20 h; further: on the % scale 0 is the no-effect control and ±100 the full control effect; nearly all actives have a fitted effect of over 60% in size
Target sequence (P51450 whole entry, looked up, the tested form may be a part): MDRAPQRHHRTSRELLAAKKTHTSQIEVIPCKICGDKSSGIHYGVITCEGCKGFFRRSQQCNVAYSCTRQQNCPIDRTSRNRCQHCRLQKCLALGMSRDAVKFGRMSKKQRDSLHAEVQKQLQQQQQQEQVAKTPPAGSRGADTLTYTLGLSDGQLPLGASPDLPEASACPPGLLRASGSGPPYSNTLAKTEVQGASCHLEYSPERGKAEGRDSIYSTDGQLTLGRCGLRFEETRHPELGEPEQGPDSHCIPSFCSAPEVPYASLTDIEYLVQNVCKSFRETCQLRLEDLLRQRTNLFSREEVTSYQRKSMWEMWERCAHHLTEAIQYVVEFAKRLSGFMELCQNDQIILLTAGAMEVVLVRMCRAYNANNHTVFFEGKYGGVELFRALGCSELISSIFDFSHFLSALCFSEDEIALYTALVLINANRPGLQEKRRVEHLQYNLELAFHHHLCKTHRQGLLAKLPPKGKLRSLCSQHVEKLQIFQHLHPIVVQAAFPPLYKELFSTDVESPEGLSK
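Stable Schneider cell line, Gal4 DNA-binding domain fused to ROR gamma, UAS-luciferase. Cmpd 1 hr RT → CuSO4 700 uM final → 20 hr RT → luciferase reagent 10 min → luminescence.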
NPC1 prom act – activates the NPC1 promoter; Huh7 NPC1 promoter luciferase reporter, 24 h; Potency, µM (doses to about 9.22 µM), for the others: top-dose activation, actives largely listed as activators; 2.4% of 320,000 active;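 further: % of control where 0% means no effect; nearly all actives have a fitted effect of over 60% in size; reporter is driven by a mutant NPC1 promoter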
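Huh7 reporter cells (NPC1 promoter driving luciferase) are dosed with compound for 24 h at 37 °C, 5% CO2; luciferase detection reagent is then added and luminescence measured after 10 min at ambient temperature.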
BRCA1 expr up – activators of BRCA1 expression. MCF7-BRCA1-FFLuc reporter, luminescence, 48 h; response scale: scaled: vehicle 0%, 10 µM genistein 100%. Potency, µM (series often up to 46.1 µM), for inactives: top-dose activation, most hits filed as activators. 1.1% of 380,000 active; further: nearly all actives have a fitted effect of over 80% in size; some results filed as inactive show a strong effect at the top dose
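Activators of BRCA1 expression were detected as increased firefly luciferase luminescence in engineered MCF7 cells after 48 h compound incubation. Signals were scaled to genistein 10 microM as full activation.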
Gal4-VP16 FLuc – Gal4-VP16 reporter inhibition counter-screen | Potency, µM (titrated, usually from 53.6 µM), for inactives: top-dose activity, negative = inhibition, actives largely listed as inhibitors | Drosophila S2 Gal4-VP16 UAS-luciferase, luminescence, 20 h | 3.5% of 310,000 active | AID 2546;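 further: Gal4-VP16 expression switched on by copper sulfate through the metallothionein promoter; on the % scale 0 is the no-effect control and ±100 the full control effect; nearly all actives have a fitted effect of over 50% in size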
MBNL1-CUG inh – inhibitors of human MBNL1 binding to CUG repeat RNA; 0.036% of 280,000 active; Q9NR56; AID 2675; Potency, µM (titrated, usually from 57.5 µM), without a hit: at the highest dose activity change, negative = inhibition, actives largely listed as inhibitors; TR-FRET MBNL1-His/biotin-(CUG)12 binding, 665/545 ratio; active means well fitted inhibition curve with a large enough effect in the signal ratio, with a control signal flat, not every such curve was filed as active; inconclusive means small, poorly fitted or top-dose-only effect, or effect the other way, or a change in a side signal; inactive means no such curve, though single readings can be large or run the other way; the % refers to the signal ratio; further: on the % scale 0 is the no-effect control and ±100 the full control effect
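TR-FRET readout: Ex 340 nm, 665/545 nm emission ratio, normalized to buffer-only (basal) and MBNL1-(CUG)12 controls. Complex of MBNL1-His with Biotin-(CUG)12, compounds 92 nM–58 uM, incubated 60 min at room temperature.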
* hit, by the source's call; u = inconclusive; x = no result given; [ ] = another dose, or the depositor's remark. Unless noted, the call rests on the fitted dose curve; in most records, active means well fitted curve in the direction sought with a large enough effect; inconclusive means small, poorly fitted or top-dose-only effect, or another doubt; inactive means no such curve, though single readings can be large; an effect the other way counts as inactive or inconclusive. Potency means the concentration at half of the fitted maximal effect.

canonical_smiles	uPA surface inh	ELG1 genotox	Rab9 promoter act	p53 reactivator	FLuc modulator	RORgamma inh	NPC1 prom act	BRCA1 expr up	Gal4-VP16 FLuc	MBNL1-CUG inh
O=S(=O)(c1cnc(Cl)c(Br)c1)N1CCc2ccccc21	-2%	-6%	-2%	-13%	-2%	0%	-6%	-86%	2%	x
COc1cc(NC(=O)c2cccc([N+](=O)[O-])c2)ccc1NC(=O)c1ccco1	2%	-4%	-2%	7%	-7%	16%	-3%	91%	-19%	-3%
NC(=O)C1CCN(c2cc(Cl)ccc2[N+](=O)[O-])CC1	0%	-3%	1%	-3%	-1%	1%	-1%	0%	1%	u
CN(C)c1ccc(N=Nc2ccccc2C(=O)OCC(=O)N2CCCCCC2)cc1	-19%	1%	22%	31%	u	-22%	18%	74%	-23%	u
CCC(C(=O)O)N1C(=O)/C(=C/c2cccn2C)SC1=S (stereo not drawn)	8%	1%	1%	-2%	u	-18%	0%	4%	0%	u
COc1cc(NC(=O)c2ccccc2)ccc1NC(=O)Cc1ccccc1	2%	0%	13%	0%	-10%	27%	0%	-8%	2%	4%
COc1ccc(CN2C(=O)c3ccccc3C2=O)cc1C(=O)OC(C)C(=O)NC(N)=O (stereo not drawn)	-4%	2%	-1%	-10%	3%	u	-1%	-4%	-7%	x
CCN1C(=NCCc2ccc([N+](=O)[O-])cc2)N[C@@H](c2ccccc2)[C@H](C(=O)OC)[C@H]1C	-3%	0%	-4%	-2%	-2%	-15%	3%	0%	-12%	-4%
Cc1ccc(N/C(N)=N/c2nc(C(F)(F)F)cc(C(F)(F)F)n2)cc1	-14%	6%	1%	2%	-1%	-16%	-2%	-55%	-13%	-7%
O=C(NCC(=O)N(c1cccc(F)c1)C(C(=O)NC1CCCC1)c1cccnc1)c1ccco1 (stereo not drawn)	x	1%	-1%	-1%	-1%	5%	2%	11%	5%	-1%
Nc1nnc(SCC(=O)Nc2ccc(N3CCOCC3)c(Cl)c2)s1	-3%	8%	18%	-7%	u	u	3%	-17%	u	-18%
O=C(Nc1ccc2c(c1)OCCO2)c1oc2ccccc2c1NC(=O)C1CC1	-1%	-6%	17%	-4%	u	27%	1%	40%	-12%	8%
C=CCOc1c(Br)cc(CNCCCN2CCOCC2)cc1OC	-54%	0%	-1%	u	-1%	11%	-2%	0%	-5%	-1%
Cc1ccc(S(=O)(=O)N2CCN(C(=O)COC(=O)CC(C)c3ccccc3)CC2)c(C)c1 (stereo not drawn)	-2%	0%	-7%	5%	1%	x	-4%	-2%	x	x
COc1ccc(CCN(Cc2cccs2)S(=O)(=O)c2ccc(S(=O)(=O)N(C)C3CCCCC3)cc2)cc1OC	0%	0%	-21%	0%	0%	19%	-15%	-18%	-3%	-1%

Later entries.
canonical_smiles	uPA surface inh	ELG1 genotox	Rab9 promoter act	p53 reactivator	FLuc modulator	RORgamma inh	NPC1 prom act	BRCA1 expr up	Gal4-VP16 FLuc	MBNL1-CUG inh
CC(C)OCCCN1CN(S(=O)(=O)c2ccc(Cl)cc2)c2nc3ccccc3nc21	14%	-1%	-3%	17%	-8%	u	3%	30%	-6%	9%
Cn1c(Cn2nnc(-c3ccccc3)n2)nnc1SCc1ccccc1Cl	x	-4%	10%	-9%	-2%	6%	9%	-27%	11µM*	-19%
N#Cc1c(N)nc2c(c1N)CC(COc1ccccc1)O2 (stereo not drawn)	4%	u	4.5µM*	u	17µM*	30%	2.8µM*	11µM*	-1%	13%
CCC(C)(C)NC(=O)Cc1ccc(Cl)cc1	0%	0%	-9%	-1%	-1%	1%	10%	30%	-2%[10 µM]	-9%
O=C(CN1CCCCC1)Nc1ccccc1Cl	16%	3%	0%	2%	u	11%	1%	34%	7%	-5%
Cc1ccc(C(=O)NC(=S)Nc2cccc(NC(=O)c3ccccc3Cl)c2)cc1[N+](=O)[O-]	-2%	-1%	-8%	6%	-15%	5.6µM*	-1%	-5%	4µM*	x
Cc1cc(C(C)(C)C)cc(C)c1CCNC(=O)c1c(C)noc1C	1%	-2%	2%	-11%	3%	x	0%	-47%	x	x
O=C(CC(O)(c1ccccc1)C(F)(F)F)c1cccs1 (stereo not drawn)	-9%	0%	1%	-3%	2%	10%	-1%	-1%	-23%	9%
CCCCn1c2c(c(=O)n(C)c1=O)C(CC(=O)OCC(=O)Nc1cccc(C(F)(F)F)c1)C(=O)N2 (stereo not drawn)	6%	-5%	-9%	-2%	1%	-19%	-5%	1%	-5%	0%
CC(C)OC(=O)NC(c1ccccc1)C(Cl)(Cl)Cl (stereo not drawn)	7%	-2%	1%	-5%	0%	43%	-3%	2%	-14%	x
Cc1ccc(CS(=O)Cc2ccc(C(=O)NCc3ccc(OC(C)C)cc3)o2)cc1 (stereo not drawn)	-2%	-9%	0%	-4%	-4%	12%	-2%	14%	5%	-1%
CCOc1ccc(CN2CCN(C3CCSCC3)CC2CCO)cc1 (stereo not drawn)	-2%	1%	-10%	-2%	1%	6%	-2%	-21%	4%	-16%
CC(NC(=O)CCC(=O)c1ccccc1)c1ccc(F)cc1 (stereo not drawn)	5%	3%	2%	-1%	3%	x	-2%	-18%	x	x
CNNC(=S)NCCC1=CCCCC1	4%	4%	-5%	4%	-8%	u	-3%	34%	u	7%
CCC(CO)Oc1cc(NCc2ccc(O)cc2)c2ncn(C(C)C)c2c1 (stereo not drawn)	-2%	-1%	x	7%	x	x	x	6%	x	x

Additional compounds
canonical_smiles	uPA surface inh	ELG1 genotox	Rab9 promoter act	p53 reactivator	FLuc modulator	RORgamma inh	NPC1 prom act	BRCA1 expr up	Gal4-VP16 FLuc	MBNL1-CUG inh
Cn1c(SCC(=O)NCC2CCCO2)nc2scc(-c3ccccc3)c2c1=O (stereo not drawn)	-12%	-3%	-4%	-13%	-3%	x	-5%	-10%	x	x
OCCN(Cc1ccccc1)C(=S)Nc1ccc(Cl)cc1Cl	x	0%	3%	10%	-13%	u	3%	6%	u	-2%
CCOc1ccccc1N1CCN(C(=O)c2ccc3[nH]c4c(c3c2)CCCC4)CC1	3%	-3%	3%	3%	0%	81%	-4%	-97%[inhibitor]	-5%	-3%
O=C(Cc1ccc(Br)cc1)NCCc1ccc(Cl)cc1Cl	2%	-5%	-2%	-28%	3%	u	1%	-23%	10%	-1%
COc1cc(NS(=O)(=O)c2c(C)[nH]c(C)c2C(=O)N2CCCC2)cc(OC)c1OC	9%	0%	1%	-2%	0%	0%	1%	-9%	-4%	6%
c1ccc(-c2nc(N3CCN(c4ccccc4)CC3)nc(-n3ccnc3)n2)cc1	x	-10%	0%	2%	2%	13µM*	-8%	-52%	16µM*	1%
O=C(CSc1nnnn1-c1ccccc1)Nc1ccc(Cl)cc1	3%	x	x	x	0%	7%	x	-2%	-2%	-2%
COc1ccc(/C=N/NC(=O)c2cc3cc(OC)c(OC)cc3[nH]2)cc1	u	1%	0%	1%	u	32%	-2%	43%	-8%	u
CCN(CC)S(=O)(=O)c1cccc(NC(=O)CNc2cccc(S(=O)(=O)N3CCOCC3)c2)c1	-12%	-4%	-40%[inhibitor]	-8%	-1%	x	-28%	-50%	x	x
CCc1ccc(-c2nc(CN3CCC(C(=O)N4CCN(c5ccccc5)CC4)CC3)c(C)o2)cc1	-12%	-2%	-5%	-15%	u	27%	-5%	-46%	-8%	-6%
O=C(NCC1CCCO1)c1cccc(Oc2ccc([N+](=O)[O-])cc2)c1 (stereo not drawn)	3%	-7%	0%	-2%	4%	u	-2%	-24%	-3%	u
O=C(NNC(=S)NC(=O)c1ccccc1Cl)c1cccc([N+](=O)[O-])c1	9%	-7%	-3%	-7%	5%	u	-7%	-29%	u	u
COc1cc(/C=C2\C(=N)N3N=CSC3=NC2=O)ccc1OS(=O)(=O)c1ccccc1	-1%	3%	0%	13%	-1%	u	-1%	24%	4%	4%
COc1ccc(/C=N/NS(=O)(=O)c2ccc(C)cc2)cc1OC(=O)c1ccc(C)cc1	-12%	-2%	-21%	4%	-1%	12%	-11%	-3%	-14%	2%
CCCc1cc(C(=O)OCC(=O)N(CCC)c2c(N)n(Cc3ccccc3)c(=O)[nH]c2=O)sc1C	-5%	19%	2%	-9%	0%	x	-1%	-9%	x	x
O=C(NNS(=O)(=O)c1ccc(F)cc1)c1ccc2c(c1)OCO2	6%	-2%	3%	24%	5%	-16%	0%	26%	2%	1%
COc1cc(Cl)c(C)cc1NC(=O)COC(=O)/C=C/c1c(C)nn(C2CCS(=O)(=O)C2)c1Cl (stereo not drawn)	1%	0%	2%	0%	4%	-12%	0%	8%	-21%	-1%
Cc1ccc(-n2c(Cl)c(Cl)nc(Cl)c2=O)cc1	-20%	-20%	-44%[inhibitor]	-34%[inhibitor]	-12%	2.8µM*	-31%[inhibitor]	-105%[inhibitor]	5µM*	u
